Assay outcomes (PubChem)
G9a block: qHTS Assay for Inhibitors of Histone Lysine Methyltransferase G9a | Histone-lysine N-methyltransferase EHMT2 (Homo sapiens), Q96KQ7 | G9a H3K9 monomethylation, AlphaScreen, 2 h | Potency, µM (top dose mostly 102 µM), for the others: top-dose activity, negative = inhibition, actives largely listed as inhibitors | actives 8.8% (n = 350,000); also: % is scaled to controls: 0 for no effect and ±100 for the full control effect; nearly all actives have a fitted effect of over 75% in size
Target sequence (Q96KQ7 913-1193 limits assumed): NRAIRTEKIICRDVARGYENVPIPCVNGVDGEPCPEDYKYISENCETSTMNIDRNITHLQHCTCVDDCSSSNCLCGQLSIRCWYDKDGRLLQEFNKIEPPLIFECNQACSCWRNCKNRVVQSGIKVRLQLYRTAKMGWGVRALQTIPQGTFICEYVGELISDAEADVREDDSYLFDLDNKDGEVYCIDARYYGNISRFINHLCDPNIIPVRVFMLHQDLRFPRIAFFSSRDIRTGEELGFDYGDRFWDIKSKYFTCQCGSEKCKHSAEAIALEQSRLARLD
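Step 1: enzyme (final 20 nM) with compound, 15 min RT. Step 2: substrate peptide 500 nM and SAM 20 uM, 2 h RT. Step 3: anti-H3K9me1 antibody and AlphaScreen beads, 10 min, then plate read.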
Tb PGK inh: qHTS Assay to Find Inhibitors of Phosphoglycerate Kinase | PGK/GAPDH coupled, Kinase-Glo luminescence, 60 min | Phosphoglycerate kinase, glycosomal (Trypanosoma brucei brucei), P07378 | Potency, µM (doses to about 57.5 µM), without a hit: top-dose activity change, negative = inhibition, actives largely listed as inhibitors | actives 0.043% (n = 380,000) | AID 602233, 2012; also: % is scaled to controls: 0 for no effect and ±100 for the full control effect; nearly all actives have a fitted effect of over 60% in size
Target sequence (P07378 whole entry, looked up): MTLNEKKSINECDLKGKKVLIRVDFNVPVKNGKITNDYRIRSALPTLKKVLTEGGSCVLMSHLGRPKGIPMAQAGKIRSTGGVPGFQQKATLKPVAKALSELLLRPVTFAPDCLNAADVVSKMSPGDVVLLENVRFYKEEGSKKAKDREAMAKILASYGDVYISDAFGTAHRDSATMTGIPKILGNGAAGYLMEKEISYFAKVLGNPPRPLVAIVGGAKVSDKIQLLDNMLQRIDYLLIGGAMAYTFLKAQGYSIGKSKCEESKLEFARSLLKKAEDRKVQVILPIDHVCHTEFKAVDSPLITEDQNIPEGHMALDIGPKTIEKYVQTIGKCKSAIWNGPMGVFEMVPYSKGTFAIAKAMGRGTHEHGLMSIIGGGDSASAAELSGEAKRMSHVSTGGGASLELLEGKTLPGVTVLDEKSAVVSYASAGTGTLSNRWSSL
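Recombinant glycosomal PGK reaction used 1,3-bisphosphoglycerate generated in-well by GAPDH (100nM final) in 100mM TEA pH 7.6, 5mM MgCl2, 0.01% Tween-20. After 60 minutes at room temperature, ATP was read by Kinase-Glo Plus luminescence end-point.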
GLS inhibitor: qHTS for Inhibitors of Glutaminase (GLS); Glutaminase kidney isoform, mitochondrial (Homo sapiens), O94925; GLS enzymatic activity, qHTS titration; Potency, µM (highest dose often 45.5 µM), for the others: at the highest dose activity change, negative = inhibition, usual class: inhibitors; actives 0.21% (n = 410,000); AID 624170, 2012; also: % is scaled to controls: 0 for no effect and ±100 for the full control effect
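Assay buffer: 45 mM KH2PO4 pH 8.2, 0.02% Tween-20. hKGA acts on L-glutamine (1 mM solution added); product glutamate is reported by an oxidase/peroxidase Amplex Red coupling, with fluorescence taken at baseline and 30 min.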
Pol iota inh: qHTS for Inhibitors of Polymerase Iota | Potency, µM (series often up to 115 µM), for the others: top-dose activity, negative = inhibition, usual class: inhibitors | DNA polymerase iota (Homo sapiens), Q9UNA4 | Pol iota fluorescent replication assay, 10 min | actives 1% (n = 390,000)
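Pol iota at 10 nM preincubated 15 min with compounds at room temperature; reaction started with fluorescent substrate, 50 nM final. Fluorescence read kinetically at 0 and 10 min; buffer-only wells as negative control.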
BLM helicase inh: qHTS Assay for Inhibitors of Bloom's syndrome helicase (BLM). RecQ-like DNA helicase BLM (Homo sapiens), P54132. recombinant BLM DNA unwinding, fluorescence dequenching. Potency, µM (series often up to 56.1 µM), for the others: at the highest dose activity change, negative = inhibition, usual class: inhibitors. actives 0.2% (n = 350,000);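 also: plate controls were vehicle for no effect and no enzyme for full effect; nearly all actives have a fitted effect of over 35% in size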
Pin1 inh: qHTS Assay to Find Inhibitors of Pin1; Pin1 FP peptide displacement, HiFluor488, 10 min; actives 0.009% (n = 390,000); Potency, µM (doses to about 115 µM), for inactives: at the highest dose activity, negative = inhibition, actives largely listed as inhibitors; active = well fitted inhibition curve with a large enough effect in the polarisation, with a control signal flat, not every such curve was filed as active; inconclusive = small, poorly fitted or top-dose-only effect, or effect the other way, or a change in a side signal; inactive = no such curve, though single readings can be large or run the other way; the % refers to the polarisation; also: % is scaled to controls: 0 for no effect and ±100 for the full control effect
Target sequence (Q13526 whole entry, looked up): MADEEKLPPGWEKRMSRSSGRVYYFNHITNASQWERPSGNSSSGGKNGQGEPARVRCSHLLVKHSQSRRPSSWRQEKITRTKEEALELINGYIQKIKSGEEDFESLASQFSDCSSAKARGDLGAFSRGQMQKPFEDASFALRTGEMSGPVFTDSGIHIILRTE
BAZ2B inh: qHTS Assay for Inhibitors of BAZ2B; Bromodomain adjacent to zinc finger domain protein 2B (Homo sapiens), Q9UIF8; AlphaScreen BAZ2B-H3K14Ac peptide displacement; Potency, µM (series often up to 114 µM), for the others: at the top dose activity change, negative = inhibition, actives largely listed as inhibitors; actives 4.4% (n = 360,000); AID 504333, 2011; also: % is scaled to controls: 0 for no effect and ±100 for the full control effect; nearly all actives have a fitted effect of over 60% in size
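AlphaScreen displacement of biotin-H3(5-23)K14Ac peptide (50 nM final) from BAZ2B (50 nM final) in PBS pH 7.4, 0.01% Tween-20; complex preformed 30 min RT, then compounds (top 110 uM) 30 min RT, beads 20 min dark.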
HP1b binding inh: HTS for Inhibitors of HP1-beta Chromodomain Interactions with Methylated Histone Tails; Chromobox protein homolog 1 (Homo sapiens), P83916; AlphaScreen HP1-beta / biotin-H3K9me3 peptide binding; Potency, µM (titrated, usually from 114 µM), for inactives: at the highest dose activity change, negative = inhibition, actives largely listed as inhibitors; actives 0.56% (n = 390,000); AID 540317, 2011; also: nearly all actives have a fitted effect of over 70% in size; inactives centre near 23
Target sequence (P83916 whole entry, looked up): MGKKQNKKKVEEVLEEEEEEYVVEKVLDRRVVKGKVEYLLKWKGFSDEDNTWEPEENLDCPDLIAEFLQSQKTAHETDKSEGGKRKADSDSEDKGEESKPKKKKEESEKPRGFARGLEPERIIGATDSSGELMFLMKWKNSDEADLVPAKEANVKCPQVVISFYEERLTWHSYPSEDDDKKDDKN
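HP1-beta protein (50 nM final) preincubated 30 min at room temperature with biotinylated H3(1-18)K9me3 peptide (50 nM) in PBS pH 7.4, 0.01% Tween-20, then compound added for 30 min. AlphaScreen streptavidin donor/nickel chelate acceptor beads (10 ug/mL final), 30 min dark, luminescence read.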
JMJD2A Tudor inh: qHTS Assay for Inhibitors of JMJD2A-Tudor Domain; Lysine-specific demethylase 4A (Homo sapiens), O75164; AlphaScreen JMJD2A-Tudor / H3K4me3 peptide binding; Potency, µM (titrated, usually from 114 µM), for inactives: top-dose activity change, negative = inhibition, usual class: inhibitors; actives 4.4% (n = 390,000); also: % is scaled to controls: 0 for no effect and ±100 for the full control effect; nearly all actives have a fitted effect of over 50% in size
Active calls of the source: *; i = inactive; ? = inconclusive; . = no result given; & = joins results of further samples; [ ] = dose if it differs, or a comment. Unless noted, calls follow the shape of the dose curve; as a rule, active = well fitted curve in the direction sought with a large enough effect; inconclusive = small, poorly fitted or top-dose-only effect, or another doubt; inactive = no such curve, though single readings can be large; an effect the other way counts as inactive or inconclusive. Potency is read from the fitted curve at half-maximal effect.

Each structure is followed by: G9a block, Tb PGK inh, GLS inhibitor, Pol iota inh, BLM helicase inh, Pin1 inh, BAZ2B inh, HP1b binding inh, JMJD2A Tudor inh
#1 Cc1ccc2onc(CC(=O)N3CCN(c4cc(Cl)ccc4C)CC3)c2c1
→ ?, 12.0%, -4.0%, 3.9%, -6.1%, 2.1%, ?, 36.6%, -11.5%
#2 Cc1ccc(NCc2ccccc2OCc2ccccc2F)cc1
→ ?, -1.9%, 16.1%, 4.2%, -23.2%, -4.3%, ?, -24.9%, ?
#3 Cc1nc(NS(=O)(=O)c2ccccc2)sc1C(=O)NNS(=O)(=O)c1ccccc1
→ 50.1µM*, i, 34.9%[activator], 24.8%, -2.2%, -3.1%, -10.4%, -13.2%, -22.8%
#4 COc1ccc(NC(=O)COc2ccccc2)cc1Cl
→ -2.6%, -2.3%, 7.0%, 93.0%[activator], -11.1%, 3.4%, -2.2%, 52.1%[activator], 0.7%
#5 O=C(Nc1ccc(Cl)cc1)c1ccc(-n2cncn2)c([N+](=O)[O-])c1
→ 8.3%[59 µM], i, -0.4%, 3.6%, -6.1%, 0.3%, 0.2%, 17.7%, -21.5%
#6 CC(=O)OCc1c(C(F)(F)F)nn(C)c1Oc1ccccc1
→ -7.7%[59 µM], -0.9%, 4.5%, ?, -5.2%, ?, 16.1%, 22.7%, 3.1%
#7 Cc1cc(NO)c(C(C)C)cc1N=O
→ 13.8%[59 µM], -6.6%, 22.9%, -2.5%, -5.0%, -0.5%, -8.1%, 15.7%, -11.9%
#8 CCCCn1c(N)c(N(CCOC)C(=O)c2ccc(C)o2)c(=O)[nH]c1=O
→ ?, -14.2%, -3.6%, ?, ., -3.3%, -1.4%, 20.1%, -7.6%
#9 Cc1c(/C=N/Nc2nc3ccccc3[nH]2)c2ccccc2n1C
→ ., i, ?, 163.6%[activator], ?, -3.6%, 17.8µM*, 50.1µM*, 31.6µM*
#10 CCC1(c2ccccc2)NC(=O)N(CC(=O)Nc2ccc3c(c2)OCO3)C1=O (stereo unspecified)
→ 20.8%[59 µM], -2.7%, 1.6%, -12.6%, -3.8%, 19.0%, -7.6%, 27.1%, -30.1%
#11 CCN(CC)C(=O)CSc1nnc(-c2cc(-c3ccc(Cl)cc3)nc3ccccc23)o1
→ 20.5%[59 µM], -1.0%, 30.1%[activator], 124.7%[activator], 0.3%, -1.0%, 4.7%, 32.0%, -8.4%
#12 CCNC(=O)C1CCCN1S(=O)(=O)c1ccc2ccccc2c1 (stereo unspecified)
→ 2.9%, -5.7%, -6.7%, -3.1%, 0.6%, -0.2%, -4.2%, 42.7%[activator], 9.9%
#13 O=C(Cn1cnc2c(nnn2-c2ccccc2)c1=O)N1CCC(Cc2ccccc2)CC1
→ -32.7%, 1.1%, -0.9%, 12.8%, -1.6%, 73.0%[activator], 2.5%, 32.0%, -6.2%
#14 Cn1c(=S)c2[nH]c(SCc3cccnc3)nc2n(C)c1=O
→ ., -1.1%, 4.4%, 15.9%, ., 0.0%, ., 1.2%, 8.91µM*
#15 CSCc1ccc(C(=O)OCc2nc3ccccc3s2)o1
→ ., i, -3.8%, -5.8%, ., -2.3%, ., 18.8%, -17.2%
#16 CCOc1cccc(Nc2cc3n(c(=O)n2)CCc2cc(OC)c(OC)cc2-3)c1
→ -38.3%[59 µM], 1.0%, ., 24.6%, -2.8%, 10.1%, -31.9%, 25.5%, 14.7%
#17 CC1=C(C(=O)Nc2ccccn2)C(c2cn(C)nc2C)C2=C(CCCC2=O)N1 (stereo unspecified)
→ ., -5.1%, -0.4%, 68.8%[activator], -3.2%, -8.5%, -12.4%, 30.8%, -5.1%
#18 CN(C)c1ncc(CN2CCC(CO)(CCCc3ccccc3)CC2)s1
→ -3.9%, 6.8%, 6.6%, -6.0%, 1.3%, -2.0%, -13.9%, 17.1%, -13.6%
#19 CCOC(=O)N1CCC(NC(=O)c2cnn(-c3cccc(Cl)c3C)c2C2CCN(C(=O)OC(C)(C)C)CC2)CC1
→ -22.7%[59 µM], ., -1.4%, 21.5%, -2.8%, -0.8%, 1.1%[57.1 µM], 27.7%, -16.2%
#20 CN=C1SC(CC(=O)Nc2sc(C)c(C)c2C(=O)OC)C(=O)N1C (stereo unspecified)
→ -8.0%, i, -0.4%, -45.2%, 0.8%, 5.0%, -5.1%, 7.3%, -24.3%
#21 O=C(CSC1CCCCC1)Nc1nccs1
→ -8.5%, i, -6.4%, 21.1%, -3.3%, -2.9%, 5.8%, 32.5%, ?
#22 CC1(C)CC(NC(=O)C2CCCCC2C(=O)O)CC(C)(C)N1 (stereo unspecified)
→ 12.4%[59 µM], 3.7%, -1.4%, 13.0%, 0.0%, ?, 2.3%, 28.7%, 33.3%
#23 O=C(COc1ccc(Cl)cc1Cl)NC(=O)N1CCCCC1
→ -12.3%[59 µM], 4.5%, -0.3%, 22.2%, -5.7%, 4.1%, 5.2%, 26.0%, -6.1%
#24 CCCCc1nnc(NC(=O)C23CC4CC(CC(NC(C)=O)(C4)C2)C3)s1
→ 10.3%, -7.0%, 8.7%, -8.5%, -1.4%, -1.9%, -3.3%, 20.7%, -9.6%
#25 CCOC(=O)c1c(C)c(C(=O)N2CCN(c3ccc(F)cc3)CC2)c(C)n1C
→ ?, -8.8%, 2.5%, 33.9%[activator], -2.1%, 0.8%, ., 27.7%, -34.0%
#26 CCOc1ccccc1C1C(C(=O)Nc2ccccc2OC)=C(C)Nc2nc(CCCO)nn21 (stereo unspecified)
→ 9.9%, -4.6%, 0.7%, 10.4%, 1.6%, -0.4%, -2.3%, 46.1%[activator], -3.4%
#27 CCC(C)C(NC(=O)OC(C)(C)C)C(=O)NC(Cc1ccccc1)C(=O)OC (stereo unspecified)
→ 7.9%[59 µM], i, 6.2%, 26.0%, -0.7%, 23.3%, 0.1%, 45.1%[activator], -0.4%
#28 CCCCSc1nnc(-c2ccc(OC)cc2)n1C
→ ?, -4.5%, 4.4%, 9.7%, -10.5%, -2.8%, -0.8%, -24.1%, 3.5%
#29 N=c1c(S(=O)(=O)c2ccc(Cl)cc2)cc2c(=O)n3ccccc3nc2n1C1CCCC1
→ 18.2%, -3.3%, 3.2%, 38.5%, -7.3%, ?, -3.3%, 16.7%, -9.7%
#30 CC(OC(=O)c1ccc(NS(=O)(=O)c2cccs2)cc1)C(=O)N(C)C1CCCCC1 (stereo unspecified)
→ ?, -17.1%, 39.3%[activator], 26.1%, 2.9%, -13.2%, 12.8%, -0.1%, -13.8%
#31 Cc1ccc(S(=O)(=O)C2(C(=O)Nc3ccc(Cl)c(C(F)(F)F)c3)CC2)cc1
→ 21.1%[59 µM], i, -0.4%, 7.0%, -11.4%, 2.4%, 32.8%, 71.1%[activator], 12.3%
#32 COC(=O)c1cc(-c2ccc(Cl)cc2)n[nH]1
→ 12.0%, ., 1.1%, -0.9%, -6.3%, -3.0%, -2.2%, 12.7%, -27.1%
#33 CCN1C(=O)C(C(=O)Nc2ccc(OC)cc2)C2CC1(C)Oc1ccccc12 (stereo unspecified)
→ 10.7%[59 µM], i, -4.1%, -9.1%, -2.4%, 0.3%, 3.0%, 16.5%, -16.3%
#34 Cc1ccc(-n2c(N)c(S(=O)(=O)c3ccccc3)c3nc4ccccc4nc32)cc1
→ 53.0%[activator][59 µM], -4.8%, -7.7%, 22.5%, 0.2%, ?, -2.1%, 51.8%[activator], 13.1%
#35 C=CCNc1nc(NCCO)nc(N2CCCC2)n1
→ 0.5%[59 µM], i, -3.1%, 8.6%, 1.0%, -4.2%, -4.0%, 13.9%, -18.2%
#36 NS(=O)(=O)Cc1noc2ccccc12
→ 6.4%[12.7 µM], -5.3%&-1.4%, 2.5%&-2.6%&-16.0%, 27.5%&-13.4%, -3.0%&-1.2%&4.3%, -7.7%&7.0%, -25.8%, 14.8%&16.6%, -13.7%&7.2%
#37 O=C(COc1ccc2ccc(=O)oc2c1)N1CCN(c2ccc(F)cc2)CC1
→ -1.0%, 8.8%, 12.3%, 33.7%[activator], -4.0%, -2.0%, -0.7%, 18.1%, -3.4%
#38 CCCCC(CC)Cn1c(Oc2ccccc2)nc2c1c(=O)n(C)c(=O)n2C (stereo unspecified)
→ ?, -5.4%, -0.7%, 35.9%[activator], -7.7%, -4.9%, ., -13.1%, 1.0%
#39 COC(=O)c1ccc2c(=O)n(CCCCCC(=O)N3CCN(c4ccc(Cl)cc4)CC3)c(=O)[nH]c2c1
→ -2.7%[59 µM], -4.3%, ?, 17.4%, -3.2%, 1.6%, -1.6%, 48.8%[activator], -28.0%
#40 CCOc1ccc(NS(=O)(=O)c2cc(NC(=O)c3cccc(C)c3)ccc2Cl)cc1
→ -9.4%, -7.9%, 11.0%, -8.4%, -11.2%, 6.3%, 2.8%, 8.0%, -25.0%
#41 CCN1CSC(=S)N(Cc2ccc(OC)cc2)C1
→ -7.8%, -5.5%, 5.0%, ?, -0.1%, -4.3%, -14.3%, 6.2%, -23.2%
#42 COCCNC(=O)C(c1ccc(O)cc1)N(Cc1cccs1)C(=O)CCC(=O)Nc1ccccn1 (stereo unspecified)
→ 8.2%, i, 11.0%, 40.0%[activator], -2.7%, -20.8%, -1.3%, 24.8%, -13.6%
#43 COc1ccc(NS(=O)(=O)c2cccc(C(=O)NNC(=O)CNC(=O)c3ccccc3F)c2)cc1
→ -3.9%, -0.3%, 20.8%, 28.4%, ., -6.0%, 11.5%, 35.7%, -6.2%
#44 Cc1cccc(N2CCN(C(=O)c3cccn4c(=O)c5c(C)c(C)sc5nc34)CC2)c1C
→ 10.8%[12.7 µM], 0.3%, 2.1%, 24.3%, -1.6%, 22.1%, 5.8%, 34.1%, 0.7%

The list is partial. The share of hits here may be higher or lower than overall.
